# Bcl-xL primary = inhibitors of human Bcl-xL, primary screen, biochemical, fluorescence polarization, HTS; GST-Bcl-xL / FITC-Bim BH3 peptide fluorescence polarization; inhibition, % at 10.9 µM; hit rate 0.7% among 320,000; AID 2129, 2009;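 active = inhibition above the mean of all tested compounds plus 3 SD, cutoff set per campaign, cut at about 30% in these data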;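 also: 0% = DMSO wells and 100% = unlabeled Bim-BH3 peptide competitor; inhibitors lower millipolarization by displacing the labeled peptide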
# Target sequence (Q07817 whole entry, looked up): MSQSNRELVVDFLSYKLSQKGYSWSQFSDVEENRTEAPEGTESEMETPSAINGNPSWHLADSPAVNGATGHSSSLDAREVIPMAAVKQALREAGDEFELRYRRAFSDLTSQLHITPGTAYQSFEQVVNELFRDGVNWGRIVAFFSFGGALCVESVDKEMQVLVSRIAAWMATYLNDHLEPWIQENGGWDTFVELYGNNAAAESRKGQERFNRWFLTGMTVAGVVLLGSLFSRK
# pPAFAH inh = pPAFAH enzyme inhibitors, primary screen, biochemical, fluorescence polarization, human; hit rate 1.5% among 330,000; inhibition, % at 3.39 µM; recombinant pPAFAH, FP-rhodamine probe fluorescence polarization; Platelet-activating factor acetylhydrolase (Homo sapiens), Q13093; AID 463082, 2010;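 active = inhibition above the mean inhibition across the screen plus 3 SD, cut at about 25% in these data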;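 also: inhibitors block binding of the rhodamine activity-based probe so polarization drops; 0% = enzyme with DMSO and 100% = wells lacking pPAFAH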
# Target sequence (Q13093 whole entry, looked up): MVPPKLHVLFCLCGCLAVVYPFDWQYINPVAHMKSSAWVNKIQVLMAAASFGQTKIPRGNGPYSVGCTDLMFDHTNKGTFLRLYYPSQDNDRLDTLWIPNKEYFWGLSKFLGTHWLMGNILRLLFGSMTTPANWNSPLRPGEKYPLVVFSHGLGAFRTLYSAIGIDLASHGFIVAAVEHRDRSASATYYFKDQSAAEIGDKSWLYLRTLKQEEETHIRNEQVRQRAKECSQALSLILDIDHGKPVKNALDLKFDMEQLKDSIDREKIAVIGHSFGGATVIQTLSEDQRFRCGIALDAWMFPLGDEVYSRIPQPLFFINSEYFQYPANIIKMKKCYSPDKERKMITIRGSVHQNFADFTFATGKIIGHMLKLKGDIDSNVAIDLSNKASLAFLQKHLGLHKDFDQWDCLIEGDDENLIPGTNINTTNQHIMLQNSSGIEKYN
# Fam108B counter = mouse Fam108B serine hydrolase inhibitors, primary screen, counter-screen for RBBP9 inhibitor project, biochemical, fluorescence polarization; AID 1947, 2009; hit rate 0.33% among 300,000; inhibition, % at 9.51 µM; recombinant Fam108B, FP-Rh probe fluorescence polarization;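 active = inhibition above the screen mean inhibition plus 3 SD, computed separately per campaign, cut at about 18% in these data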;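 also: inhibitors lower polarization as less probe binds the enzyme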
# GLD-1 TGE inh = GLD-1/TGE RNA complex disruptors, primary screen, biochemical, fluorescence polarization. purified GLD-1 + fluorescein TGE RNA. AID 2280, 2010. Female germline-specific tumor suppressor gld-1 (Caenorhabditis elegans), Q17339. hit rate 0.44% among 320,000. inhibition, % at 5.96 µM;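 active = percent inhibition above a per-plate cutoff, the plate mean of test compounds plus 3 SD, cut at about 30% in these data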;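 also: 0% = DMSO wells with GLD-1 and probe and 100% = wells lacking GLD-1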
# MCL1-BIM inh = inhibitors of MCL1 binding to BIM-BH3, primary screen, biochemical, fluorescence polarization; Induced myeloid leukemia cell differentiation protein Mcl-1 (Homo sapiens), Q07820; GST-MCL1 / FITC-Bim-BH3 fluorescence polarization; inhibition, % at 10.9 µM; hit rate 0.68% among 320,000; AID 2057, 2009;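 active = inhibition above the mean inhibition of all tested compounds plus 3 SD, set per campaign, cut at about 40% in these data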;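 also: 0% = DMSO wells and 100% = unlabeled Bim-BH3 peptide control; higher means more loss of mP so more displacement of Bim peptide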
# Target sequence (Q07820 whole entry, looked up): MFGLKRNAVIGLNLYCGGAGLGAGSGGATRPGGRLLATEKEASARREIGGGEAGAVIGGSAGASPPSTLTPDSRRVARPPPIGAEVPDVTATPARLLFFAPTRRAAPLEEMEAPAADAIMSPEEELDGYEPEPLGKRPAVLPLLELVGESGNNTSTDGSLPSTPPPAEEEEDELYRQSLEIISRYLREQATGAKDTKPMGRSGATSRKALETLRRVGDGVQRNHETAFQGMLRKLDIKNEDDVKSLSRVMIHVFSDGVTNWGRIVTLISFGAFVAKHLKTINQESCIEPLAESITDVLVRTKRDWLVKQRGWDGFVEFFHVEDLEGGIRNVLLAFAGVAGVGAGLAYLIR
# PAFAH1B2 FP inh = PAFAH1B2 enzyme inhibitors, primary screen, biochemical, fluorescence polarization, human; recombinant PAFAH1B2, FP-rhodamine activity probe; inhibition, % at 3.39 µM; hit rate 1.2% among 340,000; AID 492953, 2010;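 active = inhibition above the mean of all tested compounds plus 3 SD, cut at about 24% in these data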;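 also: 0% = enzyme with DMSO and 100% = wells lacking PAFAH1B2; many of its hits are not listed in these tables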
# PME-1 inh = PME-1 inhibitors via competitive probe labeling, primary screen, biochemical, fluorescence polarization, FP-Rh probe, HTS. recombinant PME-1. inhibition, % at 5.9 µM. hit rate 0.53% among 320,000. AID 2130, 2009. Protein phosphatase methylesterase 1 (Homo sapiens), Q9Y570;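 active = inhibition above the campaign mean of all compounds plus 3 SD, cut at about 26% in these data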;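 also: competitive labeling of PME-1 active site by serine hydrolase directed probe; 0% = PME-1 with DMSO and 100% = wells lacking PME-1 enzyme; inhibitors block probe labeling so polarization falls and inhibition rises; many of its hits are not listed in these tables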
# MEX-5 binding = MEX-5 zinc finger RNA-binding disruptors – biochemical, C. elegans, fluorescence polarization, MLPCN library, primary screen. Zinc finger protein mex-5 (Caenorhabditis elegans), Q9XUB2. MEX-5/FITC-TCR2 RNA binding; stronger effect = lower value. activity score (negative = inhibition of binding), % at 10 µM. hit rate 0.38% among 300,000. AID 1832, 2009;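 active = inhibition past about -25% in most replicates, and total fluorescence under double the plate's negative control median, limit read from the data; inconclusive = replicates evenly split on the limit, or fluorescence at least double controls; inactive = too little inhibition in most replicates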;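 also: 0% = DMSO and -100% = 5 µM competing unlabeled TCR2 RNA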
# AHR act = AHR activators, primary screen, cell-based, luminescence, luciferase reporter, human. activation, % at 5 µM. AHR-responsive luciferase reporter cells. AID 2796, 2010. hit rate 2.5% among 320,000. Aryl hydrocarbon receptor (Homo sapiens), P35869; in the data active = activation above about 47%;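 also: 0% = vehicle wells and 100% = reference agonist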
# * = called active by the depositor; ? = inconclusive; / = not tested or not shown. These rows are one share of the data; the hit share may differ from the screen's.
SMILES,Bcl-xL primary,pPAFAH inh,Fam108B counter,GLD-1 TGE inh,MCL1-BIM inh,PAFAH1B2 FP inh,PME-1 inh,MEX-5 binding,AHR act
COc1ccc(S(=O)(=O)Nc2ccc(S(=O)(=O)N3CCCCC3)cc2)cc1OC,0.0,-5.0,3.0,-4.5,-2.8,6.0,0.0,0.3,1.9
CCCc1nnc(NC(=O)CCCN2C(=O)c3ccccc3C2=O)s1,2.4,2.5,-4.0,-5.9,-2.1,-0.5,-4.7,-0.5,3.0
Cc1ccccc1S(=O)(=O)c1cc(C#N)c(=O)[nH]c1N,0.2,4.0,1.0,-10.0,0.6,6.3,-4.0,0.8,-1.0
CCC(=O)Nc1cc(-c2nc3ncccc3o2)ccc1Cl,-0.5,-3.1,8.7,-12.8,8.2,-0.1,-5.7,1.9,109.8*
CCC1CCCCN1S(=O)(=O)c1ccc(NC(=O)c2cccs2)cc1 (configuration not stated),-0.1,-5.7,-5.5,0.4,-0.9,-0.7,-19.9,-1.7,-1.1
COc1ccc(CCNC(=O)NCCc2c[nH]c3ccccc23)cc1OC,3.9,1.6,-1.0,9.9,7.2,4.0,-0.3,0.0,31.2
COc1ccccc1CC(=O)O/N=C(\N)c1cccc([N+](=O)[O-])c1,-13.2,4.0,-2.3,-4.0,-14.7,7.4,-0.7,3.0,3.7
CCCc1nc2sc(C(=O)OCC)c(N)c2c2c1COC(C)(C)C2,3.5,2.8,-2.8,5.9,4.4,-3.9,-3.1,-2.2,-4.2
Cc1cc(C)cc(NC(=O)COC(=O)c2cccc(S(=O)(=O)N3CCCCC3)c2)c1,-11.5,8.8,/,-0.8,-14.2,-4.4,-10.3,/,0.4
CC(C)CN1C(Nc2ccccc2)=NC[C@@H]1C,0.6,0.8,4.3,2.2,0.3,1.5,4.9,2.4,-1.3
COc1ccc(Cl)cc1NC(=S)N1CCCCCC1,2.7,-3.5,1.0,4.8,-1.0,4.7,9.5,-0.9,6.9
CCOc1cc(/C=C2/SC(=S)N(C)C2=O)ccc1Oc1ccc([N+](=O)[O-])cc1[N+](=O)[O-],6.3,-0.2,-0.7,3.1,7.5,/,-7.1,-11.9,15.1
COc1ccc(N(CC(=O)NCCSCc2ccccc2Cl)S(C)(=O)=O)cc1Cl,1.4,-2.1,-3.1,-8.4,-1.1,3.4,-3.2,-0.8,1.2
CC(=O)Nc1ccc(NC(=O)c2cc(C)nn2-c2ccccc2)cc1,-0.8,-0.9,-1.8,-7.4,6.2,7.9,-9.7,1.1,4.2
COCC(=O)Nc1cc(C(=O)Nc2ccccc2)ccc1Cl,-2.1,1.8,5.7,-5.5,-10.6,/,1.2,0.2,39.0
Cc1ccc(C(=O)Nc2ccon2)cc1S(=O)(=O)N1CCCCCC1,2.6,1.5,3.5,5.9,0.2,5.0,1.7,4.6,4.3
CCc1noc(C)c1C(=O)OCC(=O)NCc1ccccc1OC,0.4,0.0,/,1.9,0.1,3.9,-2.1,/,-0.4
Cc1ccc(-c2cc3nc4c(c(=O)n3[nH]2)CCCC4)cc1,8.2,6.5,3.9,-3.0,2.1,-8.5,-68.8,-1.5,14.6
O=C(Nc1ccccc1F)c1ccc2ncsc2c1,8.8,1.4,0.4,7.2,9.1,4.4,-2.4,2.1,0.2
Cc1ccccc1N(Cc1nnc2n1CCCCC2)C(=O)Nc1ccccc1,0.6,3.0,3.9,-3.4,0.5,-5.2,-6.1,1.3,0.0
Cn1c(SCC(=O)N2CCCC2=O)nc2ccccc21,-7.5,1.0,2.3,0.4,0.5,2.5,3.0,-0.7,4.3
CCNc1ccc(C(=O)OCC(=O)NC(C)c2ccccc2)cc1[N+](=O)[O-] (configuration not stated),-5.8,4.6,-2.4,-0.7,-21.2,8.8,11.9,-1.9,-1.9
CSc1nnc(-c2ccco2)c(-c2ccco2)n1,23.9,30.7*,10.5,5.1,42.5*,8.1,-7.1,-10.8,14.9
CCOC(=O)/C=c1\s/c(=C\c2ccc(C#N)cc2)c(=O)n1CC(=O)NCc1ccco1,4.5,-0.8,-14.9,4.4,-2.4,-2.0,-8.9,?,4.2
COc1c2c(c(C)c3c1C(=O)OC3)O[C@@]1(C)CC[C@@]3(O)C(C)(C)OC(=O)CC[C@]3(C)[C@H]1C2,4.6,10.5,0.8,4.0,4.8,2.1,-5.5,-6.8,2.5
Cn1c(=O)c2c(nc(NC(Cc3ccccc3)C(=O)O)n2Cc2ccccc2)n(C)c1=O (configuration not stated),-5.1,4.3,7.4,-10.4,-2.8,-0.4,0.0,1.8,-0.3
Cc1ccc(SCC(=O)NC(=O)c2ccccc2Br)c(C)c1,/,5.1,/,4.1,/,9.4,/,/,-2.6
Cc1ccc(NC(=O)c2ccc3c(c2)OCCO3)cc1S(=O)(=O)Nc1cccc(Cl)c1,2.6,8.6,-21.1,1.4,-2.5,-15.6,-51.5,0.6,22.1
O=C(NNC(=O)c1sc2cccc(Cl)c2c1Cl)NC1CCCCC1,-5.2,4.3,-8.4,-6.2,-7.6,1.0,-1.9,2.9,4.2
CCOC(=O)c1c(C)n(C)c2ccc(OCC(O)CNC(CC)CO)cc12 (configuration not stated),0.7,4.4,-0.6,-2.7,-6.1,1.9,-1.9,3.6,6.3
CC(C)c1ccc(OCC(=O)Nc2cccc(C(=O)Nc3ccccc3C(=O)O)c2)cc1,10.6,-15.0,-18.4,-3.0,3.7,-3.3,-270.3,0.0,2.4
Cc1cccc2nc(-c3ccccc3)nc(N[C@@H](CO)c3ccccc3)c12,5.0,-4.8,2.7,3.9,1.0,-1.6,-4.5,0.7,2.4
CN1CCN(C(=O)C2=C[C@H](c3ccc(C(F)(F)F)cc3)C[C@H](OCc3ccc(CO)cc3)O2)CC1,-1.6,3.3,6.9,-2.5,1.8,-0.7,12.8,2.0,-1.9
COc1ccccc1N1CCN(S(=O)(=O)c2ccc3c(c2)oc(=O)n3C)CC1,1.1,-1.1,-2.4,-6.6,0.1,0.3,-2.8,0.3,4.1
COc1ccc(OC)c(N(CC(=O)N2CCC(C)CC2)S(=O)(=O)c2ccc(OC)c(OC)c2)c1,3.8,7.2,0.3,3.5,12.4,0.6,-4.5,0.6,-0.1
CN(C)C(/C=C/Nc1cccc(Br)c1)=C(C#N)C#N,3.1,-3.7,4.5,4.1,3.6,/,-1.0,1.3,3.4
CCOC(=O)c1sc(NC(=O)C(C)(C)C)cc1C,11.9,0.4,-2.0,13.9,14.0,-0.4,3.2,2.1,41.8
COc1ccc2[nH]c3c(=O)n(N)c(C)nc3c2c1,9.0,-1.3,-3.0,10.1,11.8,4.6,2.2,-0.4,41.0
CSc1nnc(-c2ccc(S(=O)(=O)N3CCOCC3)cc2)n1CC1CCCO1 (configuration not stated),2.9,2.0,-0.7,-1.1,-5.2,5.0,0.9,0.4,0.2
CC(C)(C)C(=O)NCCCc1ccccc1,5.8,-1.9,4.7,-2.6,3.8,5.2,2.3,0.6,-0.1
COc1cc(-c2nnc(SCC(=O)N3CCCC3)o2)cc(OC)c1OC,4.7,0.0,4.8,5.7,6.0,-1.0,-5.5,-4.2,1.0
O=C(NC(=S)Nc1ccc2oc(=O)ccc2c1)c1cccc(F)c1,5.9,1.7,-10.7,1.2,-0.3,3.4,-1.8,1.9,2.5
CC(C)n1nnnc1SCC(=O)Nc1ccccc1F,-0.8,-0.8,-1.1,-0.9,-0.8,1.3,-4.3,-0.2,5.2
O=C(O)C[C@H]1c2ccc(C(F)(F)F)cc2S(=O)(=O)N1C1CCCCC1,1.6,2.4,-2.2,11.4,-9.7,7.9,3.5,-0.6,-0.4
CC(C)(O)C#Cc1ccc([C@@H]2C[C@H]3CN(c4ccccc4)C(=O)[C@]34CCCN24)s1,1.1,0.7,1.9,2.5,2.5,6.0,-5.7,1.0,8.6
Cc1ccc(NC(=O)COC(=O)c2ccccc2-c2nc3ccccc3s2)c(C)c1,2.0,-2.6,-1.8,1.5,2.6,1.9,7.8,0.3,5.2
COc1cc(C(=O)NNC(=O)c2ccccc2OCc2c(C)noc2C)cc(OC)c1OC,-4.1,-15.3,/,-6.9,-6.7,6.9,1.0,/,2.3
COc1cccc(CNC(=O)CCC2CCCN(C(=O)c3ccccc3N(C)C)C2)c1 (configuration not stated),4.7,4.9,-2.1,-9.0,6.0,2.5,-2.2,1.4,1.9
Cc1nn(C)c(C)c1CN(C)C(=O)c1cc2n(n1)C(C(F)(F)F)CC(c1cccs1)N2 (configuration not stated),14.0,0.0,3.1,11.8,17.1,-5.6,-0.4,0.7,2.0
O=S1(=O)[C@H]2C[C@@H]3CC[C@]2(CN1Cc1cccc(F)c1)O3,4.1,4.4,0.9,-5.8,-0.1,4.5,-8.8,1.0,-2.9
NNc1nc2c(F)cc(F)cc2s1,0.0,14.1,3.5,3.5,-2.1,2.2,6.6,0.0,41.0
Fc1ccc2[nH]c3c(NCc4ccccc4)ncnc3c2c1,9.4,4.0,16.7,6.1,4.5,5.2,23.7,-1.4,11.1
O=C(Cn1cnc2c(nnn2Cc2ccc(F)cc2)c1=O)Nc1ccccc1,6.0,-0.2,-5.7,4.3,-4.2,1.1,-0.8,2.5,-0.8
CN(C)c1ccc(Nc2cc(Cl)ncn2)cc1,3.1,-3.6,2.3,3.1,6.4,2.9,-6.0,-2.2,73.1*
NCCCC[C@@H](C(=O)NCCCCCCCCCCC(=O)N1CCNCC1)n1cc(CCCC(=O)O)nn1,6.1,1.4,-0.3,2.0,10.3,1.0,-1.6,2.3,0.6
Cc1ccc(C(=O)N2CCN(S(=O)(=O)c3ccc(C)c([N+](=O)[O-])c3)C2)cc1,3.7,2.0,-1.6,-0.6,-5.4,2.4,0.5,0.4,-1.3
O=C(Nc1ccc(F)cc1)c1ccc2c(=O)n(CC3CCCO3)c(=S)[nH]c2c1 (configuration not stated),-7.7,-1.6,-1.9,-0.1,-4.5,-0.6,-7.7,-0.9,-3.2
Cc1cc(NS(=O)(=O)c2ccc(NC(=O)COc3ccccc3Cl)cc2)no1,5.1,5.1,3.6,4.1,2.6,5.7,-3.7,-1.5,-0.9
Cn1c(=O)c2c(nc(NCCCO)n2CCc2ccccc2)n(C)c1=O,3.1,2.2,-1.7,-4.1,0.0,1.0,1.4,0.1,8.7
CN(C(=O)c1ccc(NC(=O)Cc2ccccc2)cc1)c1ccccc1,3.7,13.4,2.5,7.8,9.3,0.6,4.0,5.0,4.3
COc1ccc2cc(CCNC(=O)c3cc4ccccc4o3)c(=O)[nH]c2c1,-2.0,-1.6,-2.4,-3.2,-2.6,6.8,1.8,-1.7,12.6
Cc1cn2c(=O)c(C(=O)N3CCN(c4ccccc4)CC3)cnc2s1,2.1,-0.8,4.9,-0.2,5.4,3.8,2.0,-1.7,2.2
